Source: PubChem
KDM4C inh – inhibitors of GASC-1 (KDM4C) histone demethylase, primary screen, biochemical, single concentration HTS | Lysine-specific demethylase 4C (Homo sapiens), Q9H3R0 | GST-KDM4C 2-372, H3K9me3 peptide, LANCE TR-FRET | inhibition, % at 12.5 µM | hit rate 0.15% among 96,000;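 active = mean replicate inhibition above about 25%, with at least 55% of replicates also reaching it, limit read from the data, passing the limit was not always enough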
Target sequence (Q9H3R0 2-372 limits assumed): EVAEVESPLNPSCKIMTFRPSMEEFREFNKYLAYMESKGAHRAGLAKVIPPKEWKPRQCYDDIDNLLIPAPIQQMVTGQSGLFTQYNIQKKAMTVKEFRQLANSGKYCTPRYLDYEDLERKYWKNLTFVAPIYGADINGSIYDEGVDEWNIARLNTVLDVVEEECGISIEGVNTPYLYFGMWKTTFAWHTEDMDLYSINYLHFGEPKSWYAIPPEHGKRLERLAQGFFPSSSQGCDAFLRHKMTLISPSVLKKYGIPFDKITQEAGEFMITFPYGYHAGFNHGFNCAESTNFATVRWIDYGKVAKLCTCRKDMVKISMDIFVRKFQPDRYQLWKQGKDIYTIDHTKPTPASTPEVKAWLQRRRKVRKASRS
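Material: N-terminal GST-fused human GASC-1 (KDM4C) fragment, residues 2-372. Input: 10 nM enzyme. Incubation: enzyme reaction 30 min, then detection 60 min, both room temperature. Doses: one test concentration per compound. Read-out basis: inhibition from TR-FRET ratio decrease. Detection: LANCE TR-FRET, excitation 340 nm, emissions 618 and 671 nm.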
Pf Dd2 inh – P. falciparum Dd2 growth inhibitors, primary screen, SYBR Green fluorescence, single dose replicates | 72 h; active compounds read low | activity change, % at 10 µM | hit rate 2.3% among 94,000 | AID 1159554, 2015; in the data active = activity change below about -80%
T cruzi growth – T. cruzi intracellular proliferation inhibitors, primary screen, cell-based, beta-gal Tulahuen parasites, NIH3T3 host, luminescence; T. cruzi beta-gal in NIH3T3, GalScreen luminescence, 90 h; inhibition, % at 8.34 µM; hit rate 5.9% among 77,000;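 active = mean inhibition above about 93%, with at least 55% of replicates each passing it, limit read from the data, passing the limit was not always enough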
C diff growth – C. difficile growth inhibitors, primary screen, HTS; Clostridium difficile clinical isolate growth, OD600, 24 h; active compounds read low; growth activity, negative = inhibition, % at 16 µg/mL (by protocol); hit rate 0.25% among 86,000; AID 1259249, 2017;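 active = mean growth activity at or below -80% and every replicate also at or below -80%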;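 note: 0% = DMSO wells and -100% = levofloxacin 16 µg/mL wells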
An asterisk follows results filed as active; . = not tested or not shown.

Abbreviations: A = KDM4C inh; B = Pf Dd2 inh; C = T cruzi growth; D = C diff growth
1. OC[C@@H]1[C@@H](c2ccc(C#CC3(O)CCCC3)cc2)[C@@H]2CN(Cc3ccccc3F)CCCCN12
  A = -0.2	B = -29.4	C = 20.9	D = 1.1

2. C[C@@H]1CN([C@H](C)CO)C(=O)c2cc(C#CCN(C)C)cnc2O[C@@H]1CN(C)S(C)(=O)=O
  A = 4.3	B = 35.6	C = 1.9	D = 8.2

3. COc1ccccc1CN1C[C@@H](C)[C@H](OC)CN(C)C(=O)c2ccc(NC(C)=O)cc2OC[C@@H]1C
  A = 0.3	B = -1.4	C = 61.4	D = .

4. O=C(c1ccccc1F)N1C[C@@H]2[C@H](c3ccccc31)[C@H](CO)N2Cc1ccc2c(c1)OCO2
  A = -1.1	B = 3.2	C = 51.5	D = 6.7

5. O=C(C1CC1)N1CC(=O)N2[C@H](C1)[C@@H](c1ccc(-c3cccnc3)cc1)[C@@H]2CO
  A = 0.0	B = 23.1	C = .	D = -3.9

6. N#C[C@@H]1N[C@H](CO)[C@@H]1c1ccc(/C=C/c2ccccc2)cc1
  A = 3.4	B = 47.6	C = 16.3	D = -1.1

7. Cc1ccccc1S(=O)(=O)N1CCCCN2[C@H](CO)[C@H](c3ccc(C#CCN(C)C)cc3)[C@@H]2C1
  A = 0.9	B = -23.5	C = 32.1	D = 2.6

8. COc1ccc2c3c([nH]c2c1)[C@@H](CO)N(Cc1ccccn1)CC31CCN(C(=O)c2ccccn2)CC1
  A = 0.1	B = -12.7	C = .	D = 5.8

9. Cc1noc(C)c1S(=O)(=O)Nc1ccc2c(c1)C(=O)N([C@H](C)CO)C[C@@H](C)[C@H](CN(C)S(=O)(=O)c1cn(C)cn1)OCCCC[C@@H](C)O2
  A = -0.6	B = 24.1	C = 29.3	D = 12.2

10. CC(C)NC(=O)Nc1ccc2c(c1)C(=O)N([C@H](C)CO)C[C@@H](C)[C@H](CN(C)S(=O)(=O)c1ccccc1)OCCCC[C@H](C)O2
  A = 2.2	B = -59.5	C = 48.8	D = -3.0

11. COc1cccc(S(=O)(=O)N2C[C@@H](O)COC[C@H]3O[C@@H](CC(=O)N4CCCCC4)CC[C@@H]32)c1
  A = -1.8	B = -24.3	C = 12.8	D = -2.1

12. CO[C@@H]1CN(C)C(=O)c2ccc(NC(C)=O)cc2OC[C@H](C)N(CC2CC2)C[C@H]1C
  A = -1.2	B = 1.9	C = -45.4	D = -4.4

13. OC[C@@H]1Nc2ccc(-c3cccc(F)c3)cc2[C@@H]2[C@H]1CCN2Cc1ccncc1
  A = 5.1	B = -91.6*	C = .	D = 42.1

14. O=C(C[C@@H]1C=C[C@@H](NC(=O)CCN2CCCCC2)[C@H](CO)O1)Nc1ccccc1
  A = -1.1	B = 1.7	C = .	D = 0.8

15. CCCN1C[C@@H](C)[C@H](OC)CN(C)C(=O)c2cc(NS(=O)(=O)CC)ccc2OC[C@@H]1C
  A = 0.8	B = 5.3	C = 1.8	D = -4.1

16. COc1cccc(S(=O)(=O)N2CC[C@@H]3[C@H](CO)N(C)c4ccc(C5=CCCCC5)cc4[C@@H]32)c1
  A = 3.7	B = -20.7	C = 42.9	D = -0.2

17. C/C=C/c1ccc([C@H]2[C@@H](CO)N(CC3CCCC3)C23CN(C(=O)CC2CC2)C3)cc1
  A = -1.3	B = -86.7*	C = .	D = -1.1

18. COc1ccc(-c2ccc3c(c2)[C@@H]2[C@@H](CCN2S(=O)(=O)c2ccc(OC)cc2)[C@H](CO)N3)cc1
  A = 1.0	B = -58.2	C = 48.9	D = -0.5

19. CCCNC(=O)C[C@@H]1CC[C@H]2[C@@H](COC[C@@H](O)CN2C(=O)Nc2c(C)noc2C)O1
  A = -1.4	B = -1.2	C = -13.7	D = 0.3

20. COc1ccc(NC(=O)Nc2ccc3c(c2)C(=O)N([C@H](C)CO)C[C@H](C)[C@@H](CN(C)S(=O)(=O)c2ccc(OC)cc2)OCCCC[C@@H](C)O3)cc1
  A = 0.0	B = -31.3	C = -28.1	D = 6.0

21. O=S(=O)(N[C@@H]1CC[C@@H](CCn2cc(C3CC3)nn2)O[C@@H]1CO)c1ccc(F)cc1
  A = 0.5	B = -9.4	C = -49.9	D = .

22. COc1ccc2c3c([nH]c2c1)[C@H](CO)N(C(=O)c1ccc(F)cc1)CC31CN(C(=O)Nc2cccc(F)c2)C1
  A = 0.5	B = -24.5	C = .	D = 14.1

23. CC(C)NC(=O)NCC[C@@H]1CC[C@H](NC(=O)CCN2CCCCC2)[C@@H](CO)O1
  A = 0.8	B = -36.8	C = -19.5	D = 3.8

24. CC(C)NC(=O)Nc1ccc2c(c1)C(=O)N([C@H](C)CO)C[C@@H](C)[C@H](CN(C)C(=O)Nc1ccc(F)cc1)O2
  A = -1.6	B = 24.1	C = 19.3	D = -4.7

25. COc1ccc(NC(=O)Nc2ccc3c(c2)C(=O)N([C@@H](C)CO)C[C@H](C)[C@H](CN(C)Cc2ccc(C(=O)O)cc2)OCCCC[C@@H](C)O3)cc1
  A = 1.3	B = 14.6	C = 23.6	D = 2.1

In the list so far, 6 have a halogen:
Abbreviations: A = KDM4C inh; B = Pf Dd2 inh; C = T cruzi growth; D = C diff growth
1. OC[C@@H]1[C@@H](c2ccc(C#CC3(O)CCCC3)cc2)[C@@H]2CN(Cc3ccccc3F)CCCCN12
  A = -0.2	B = -29.4	C = 20.9	D = 1.1

4. O=C(c1ccccc1F)N1C[C@@H]2[C@H](c3ccccc31)[C@H](CO)N2Cc1ccc2c(c1)OCO2
  A = -1.1	B = 3.2	C = 51.5	D = 6.7

13. OC[C@@H]1Nc2ccc(-c3cccc(F)c3)cc2[C@@H]2[C@H]1CCN2Cc1ccncc1
  A = 5.1	B = -91.6*	C = .	D = 42.1

21. O=S(=O)(N[C@@H]1CC[C@@H](CCn2cc(C3CC3)nn2)O[C@@H]1CO)c1ccc(F)cc1
  A = 0.5	B = -9.4	C = -49.9	D = .

22. COc1ccc2c3c([nH]c2c1)[C@H](CO)N(C(=O)c1ccc(F)cc1)CC31CN(C(=O)Nc2cccc(F)c2)C1
  A = 0.5	B = -24.5	C = .	D = 14.1

24. CC(C)NC(=O)Nc1ccc2c(c1)C(=O)N([C@H](C)CO)C[C@@H](C)[C@H](CN(C)C(=O)Nc1ccc(F)cc1)O2
  A = -1.6	B = 24.1	C = 19.3	D = -4.7

A few values from the list.
KDM4C inh result of entry 24 stands at -1.6
KDM4C inh result of entry 14 stands at -1.1
KDM4C inh result of entry 19 stands at -1.4
Pf Dd2 inh result of entry 15 stands at 5.3
T cruzi growth result of entry 1 stands at 20.9
T cruzi growth result of entry 6 stands at 16.3
C diff growth result of entry 7 stands at 2.6

(more compounds)
Abbreviations: A = KDM4C inh; B = Pf Dd2 inh; C = T cruzi growth; D = C diff growth
26. COc1ccc2c3c(n(C)c2c1)[C@H](CO)NCC31CCN(Cc2ccc(F)cc2)CC1
  A = .	B = -83.1*	C = .	D = 26.0

27. C[C@@H]1CN([C@@H](C)CO)C(=O)c2cc(NC(=O)Nc3cccc4ccccc34)ccc2O[C@@H]1CN(C)CC1CCCCC1
  A = 0.1	B = 17.3	C = 82.9	D = .

28. CC(=O)N[C@@H]1CC[C@@H](CCNC(=O)C2CCCCC2)O[C@@H]1CO
  A = 0.4	B = 21.3	C = .	D = -1.9

29. CC(C)NC(=O)N1CCCCN2[C@H](CO)[C@H](c3ccc(C#Cc4ccccc4F)cc3)[C@@H]2C1
  A = -2.6	B = 6.3	C = 95.7*	D = -17.2

30. CCCN1C[C@@H](C)[C@H](OC)CN(C)C(=O)c2ccc(NC(=O)Nc3c(C)noc3C)cc2OC[C@@H]1C
  A = 0.1	B = -5.3	C = -21.7	D = -0.1

31. C[C@H](CO)N1C[C@H](C)[C@@H](CN(C)Cc2ccccn2)Oc2ncc(C#CC3(O)CCCC3)cc2C1=O
  A = 41.0*	B = 31.5	C = 18.8	D = -3.6

32. O=C(C[C@H]1C[C@H]2c3cc(NC(=O)NC4CCCC4)ccc3O[C@H]2[C@H](CO)O1)NC1CCCC1
  A = -0.1	B = 17.7	C = 10.1	D = .

33. C[C@@H]1CCCCO[C@H](CN(C)C(=O)CCC(F)(F)F)[C@@H](C)CN([C@@H](C)CO)C(=O)c2cc(NS(C)(=O)=O)ccc2O1
  A = 1.2	B = -5.7	C = 44.9	D = -2.8

34. C[C@H](CO)N1C[C@H](C)[C@H](CN(C)CC2CCCCC2)Oc2ccc(NC(=O)CCCCCC(=O)Nc3ccccc3N)cc2CC1=O
  A = 0.5	B = -32.3	C = 69.1	D = 6.3

35. O=C(C[C@H]1CC[C@@H](NS(=O)(=O)c2ccc(F)cc2)[C@@H](CO)O1)N1CCN(c2ccccc2)CC1
  A = 5.3	B = 15.1	C = 21.6	D = -1.6

36. N#Cc1cccc(-c2ccc([C@H]3[C@H]4CN(C(=O)Nc5ccc(F)cc5)CCCCN4[C@H]3CO)cc2)c1
  A = -0.4	B = 7.1	C = 100.2*	D = 12.7

37. C[C@@H]1CN([C@H](C)CO)C(=O)c2cccc(NC(=O)c3nc4ccccc4s3)c2O[C@H]1CN(C)CC1CC1
  A = -1.7	B = -29.4	C = 29.8	D = 2.0

38. C[C@@H]1CN([C@H](C)CO)C(=O)c2cccc(NC(=O)c3cnccn3)c2O[C@H]1CN(C)Cc1ccc(C(F)(F)F)cc1
  A = 0.2	B = -27.5	C = 57.2	D = -0.9

39. Cc1noc(C)c1NC(=O)N(C)C[C@@H]1Oc2ccc(NC(=O)CCC(F)(F)F)cc2CC(=O)N([C@@H](C)CO)C[C@@H]1C
  A = 0.3	B = 9.6	C = 0.4	D = 0.4

40. C[C@@H]1CN([C@H](C)CO)C(=O)c2cc(NS(C)(=O)=O)ccc2O[C@@H](C)CCCCO[C@@H]1CN(C)C(=O)CCCN(C)C
  A = 0.8	B = 23.1	C = 99.5*	D = -3.8

41. O=C(C[C@@H]1C[C@H]2c3cc(NS(=O)(=O)c4ccc(F)cc4)ccc3O[C@H]2[C@H](CO)O1)NCc1ccncc1
  A = -0.9	B = 0.7	C = -77.8	D = 0.9

42. C[C@H](CO)N1C[C@H](C)[C@@H](CN(C)Cc2ccc(C(=O)O)cc2)Oc2ccc(NC(=O)C3CC3)cc2CC1=O
  A = 3.2	B = 10.9	C = 27.0	D = 0.2

43. COc1ccc2c3c([nH]c2c1)[C@@H](CO)N(C(=O)NC(C)C)CC31CN(C(=O)c2cnccn2)C1
  A = 0.2	B = 28.5	C = .	D = 4.4

44. CNC[C@@H]1Oc2ccc(NS(C)(=O)=O)cc2CC(=O)N([C@@H](C)CO)C[C@H]1C
  A = 0.1	B = 31.7	C = -18.4	D = -5.5

45. COCC#Cc1ccc([C@@H]2[C@@H](CO)N3C(=O)CN(C(=O)c4ccncc4)C[C@H]23)cc1
  A = 2.0	B = 3.9	C = .	D = -3.1

46. C[C@@H]1CN([C@@H](C)CO)S(=O)(=O)c2ccc(C#CC3CC3)cc2O[C@@H]1CN(C)Cc1ccccn1
  A = 1.4	B = -72.9	C = 91.1	D = -1.2

47. C[C@H](CO)N1C[C@H](C)[C@@H](CN(C)C(=O)Cc2ccccc2)OCCCC[C@H](C)Oc2ccc(NS(=O)(=O)c3cn(C)cn3)cc2C1=O
  A = 0.7	B = 27.2	C = -16.4	D = -4.5

48. C[C@H]1CN([C@@H](C)CO)C(=O)c2cc(NC(=O)Nc3ccc4c(c3)OCO4)ccc2O[C@@H]1CN(C)C(=O)Nc1ccc(C(F)(F)F)cc1
  A = 0.9	B = -21.2	C = -34.2	D = -8.9

49. CN1C(=O)c2cc(NC(=O)C3CCCCC3)ccc2OC[C@H]2O[C@@H](CC(=O)NCc3ccccc3F)CC[C@@H]21
  A = 0.1	B = -14.8	C = -3.0	D = 14.6

50. C[C@@H]1CN([C@H](C)CO)C(=O)c2cc(-c3ccccc3)cnc2O[C@H]1CN(C)C(=O)NC1CCCC1
  A = 0.1	B = -13.0	C = -46.8	D = -4.7

51. C[C@@H]1CN([C@H](C)CO)S(=O)(=O)c2ccc(C#Cc3ccccn3)cc2O[C@@H]1CN(C)Cc1cccc(F)c1
  A = 1.5	B = -39.8	C = 121.6*	D = -2.6

52. C[C@@H](NC(=O)C[C@H]1C[C@@H]2c3cc(NC(=O)C4CCC4)ccc3O[C@@H]2[C@@H](CO)O1)c1ccccc1
  A = -3.0	B = -8.0	C = 34.4	D = 2.6

3 entries out of the list above, arranged by the number in KDM4C inh, largest number first.
nr	molecule	KDM4C inh
34	C[C@H](CO)N1C[C@H](C)[C@H](CN(C)CC2CCCCC2)Oc2ccc(NC(=O)CCCCCC(=O)Nc3ccccc3N)cc2CC1=O	0.5
43	COc1ccc2c3c([nH]c2c1)[C@@H](CO)N(C(=O)NC(C)C)CC31CN(C(=O)c2cnccn2)C1	0.2
50	C[C@@H]1CN([C@H](C)CO)C(=O)c2cc(-c3ccccc3)cnc2O[C@H]1CN(C)C(=O)NC1CCCC1	0.1
